# Source: PubChem BioAssay (National Center for Advancing Translational Sciences (NCATS))
# G9a inh = qHTS Assay for Inhibitors of Histone Lysine Methyltransferase G9a | G9a H3K9 monomethylation, AlphaScreen, 2 h | Histone-lysine N-methyltransferase EHMT2 (Homo sapiens), Q96KQ7 | Potency, µM (top dose mostly 102 µM), without a hit: top-dose activity, negative = inhibition, usual class: inhibitors | hit rate 8.8% among 350,000 | AID 504332, 2011; note: nearly all actives have a fitted effect of over 75% in size
#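 G9a (20 nM) preincubated 15 min RT with compounds, then 500 nM biotinylated H3K9 peptide and 20 uM SAM added; 2 h RT reaction. Monomethyl-H3K9 product detected by AlphaScreen with anti-H3K9me1 antibody, streptavidin donor and anti-rabbit IgG acceptor beads.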
# BAZ2B inh = qHTS Assay for Inhibitors of BAZ2B. Bromodomain adjacent to zinc finger domain protein 2B (Homo sapiens), Q9UIF8. Potency, µM (series often up to 114 µM), without a hit: top-dose activity change, negative = inhibition, usual class: inhibitors. AlphaScreen BAZ2B-H3K14Ac peptide displacement. hit rate 4.4% among 360,000; note: nearly all actives have a fitted effect of over 60% in size
# Target sequence (Q9UIF8 whole entry, looked up, the tested form may be a part): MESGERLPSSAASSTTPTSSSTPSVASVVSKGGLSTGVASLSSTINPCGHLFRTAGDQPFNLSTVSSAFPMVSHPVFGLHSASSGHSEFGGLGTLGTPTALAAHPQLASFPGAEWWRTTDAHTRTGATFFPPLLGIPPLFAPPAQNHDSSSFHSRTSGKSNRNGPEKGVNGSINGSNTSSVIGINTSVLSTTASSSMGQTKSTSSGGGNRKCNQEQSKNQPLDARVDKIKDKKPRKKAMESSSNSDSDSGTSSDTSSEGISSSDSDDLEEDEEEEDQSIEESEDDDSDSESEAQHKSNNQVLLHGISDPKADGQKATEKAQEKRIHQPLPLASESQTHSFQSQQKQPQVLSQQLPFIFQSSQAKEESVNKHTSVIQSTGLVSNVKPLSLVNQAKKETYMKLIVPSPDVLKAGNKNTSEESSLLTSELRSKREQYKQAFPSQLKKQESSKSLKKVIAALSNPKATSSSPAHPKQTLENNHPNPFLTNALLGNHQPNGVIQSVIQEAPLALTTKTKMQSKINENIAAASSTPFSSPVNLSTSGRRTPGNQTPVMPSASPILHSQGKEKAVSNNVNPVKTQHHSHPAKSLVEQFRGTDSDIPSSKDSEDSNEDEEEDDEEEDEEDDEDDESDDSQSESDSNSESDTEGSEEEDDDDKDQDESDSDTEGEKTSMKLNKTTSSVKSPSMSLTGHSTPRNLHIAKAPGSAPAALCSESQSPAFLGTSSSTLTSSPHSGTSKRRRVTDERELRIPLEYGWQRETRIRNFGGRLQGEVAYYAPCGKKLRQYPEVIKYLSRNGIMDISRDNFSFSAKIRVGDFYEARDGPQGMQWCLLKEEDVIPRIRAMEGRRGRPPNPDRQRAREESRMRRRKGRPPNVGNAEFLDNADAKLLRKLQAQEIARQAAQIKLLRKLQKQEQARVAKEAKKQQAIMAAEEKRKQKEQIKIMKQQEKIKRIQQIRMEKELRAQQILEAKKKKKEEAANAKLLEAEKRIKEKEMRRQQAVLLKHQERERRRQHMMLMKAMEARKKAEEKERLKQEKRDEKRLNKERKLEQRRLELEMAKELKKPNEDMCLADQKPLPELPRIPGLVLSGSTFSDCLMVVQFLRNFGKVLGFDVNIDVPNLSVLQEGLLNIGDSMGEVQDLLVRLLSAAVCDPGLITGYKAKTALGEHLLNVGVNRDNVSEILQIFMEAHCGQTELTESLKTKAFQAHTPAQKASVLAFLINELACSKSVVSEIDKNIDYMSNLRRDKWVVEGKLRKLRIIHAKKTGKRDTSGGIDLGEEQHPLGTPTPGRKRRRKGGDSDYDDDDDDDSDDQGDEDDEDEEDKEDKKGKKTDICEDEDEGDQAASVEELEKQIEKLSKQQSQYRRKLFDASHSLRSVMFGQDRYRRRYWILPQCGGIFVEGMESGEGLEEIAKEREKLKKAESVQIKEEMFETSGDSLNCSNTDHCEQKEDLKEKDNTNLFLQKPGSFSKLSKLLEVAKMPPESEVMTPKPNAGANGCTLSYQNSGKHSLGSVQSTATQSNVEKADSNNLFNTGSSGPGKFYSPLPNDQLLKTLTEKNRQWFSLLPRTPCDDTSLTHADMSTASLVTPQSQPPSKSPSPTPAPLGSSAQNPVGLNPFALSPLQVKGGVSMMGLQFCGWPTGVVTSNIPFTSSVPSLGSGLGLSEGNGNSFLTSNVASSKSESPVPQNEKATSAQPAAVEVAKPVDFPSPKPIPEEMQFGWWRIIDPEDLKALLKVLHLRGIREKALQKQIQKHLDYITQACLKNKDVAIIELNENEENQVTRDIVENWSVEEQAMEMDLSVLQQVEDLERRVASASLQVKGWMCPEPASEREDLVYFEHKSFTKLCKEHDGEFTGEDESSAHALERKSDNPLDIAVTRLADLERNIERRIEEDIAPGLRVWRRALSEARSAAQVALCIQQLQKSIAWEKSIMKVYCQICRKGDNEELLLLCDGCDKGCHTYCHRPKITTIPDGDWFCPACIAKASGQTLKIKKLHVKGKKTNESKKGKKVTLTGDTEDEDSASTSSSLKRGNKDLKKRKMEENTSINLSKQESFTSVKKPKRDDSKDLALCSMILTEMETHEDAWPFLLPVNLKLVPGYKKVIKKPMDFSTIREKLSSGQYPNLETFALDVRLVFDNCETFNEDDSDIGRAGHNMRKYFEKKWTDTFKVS
#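 AlphaScreen displacement: compounds (up to 110uM) incubated 30 min at room temperature with a preformed 50 nM BAZ2B/50 nM biotinylated H3K14Ac peptide complex in PBS pH 7.4 with Tween-20. Donor and acceptor beads at 10 ug/mL final added, 20 min light-protected before reading.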
# An asterisk follows results filed as active; ? = inconclusive; [ ] = another dose, or the depositor's remark. Calls come from the whole dose curve; as a rule, active = well fitted inhibition curve with a large enough effect; inconclusive = small, poorly fitted or top-dose-only effect; inactive = no such curve, though single readings can be large or run the other way. % is set by controls: 0 for no effect and ±100 for the full control effect; potency is the fitted concentration of half-maximal effect.
# Values run as follows: G9a inh, BAZ2B inh
Cc1nc2ccccc2c(=O)n1/N=C/c1ccc([N+](=O)[O-])o1
→ ?, -24.9%
COc1ccc(C(CC(=O)N2CCN(c3ccccc3)CC2)c2c(OC)cc(OC)c3c(-c4ccccc4)cc(=O)oc23)cc1 (centres undefined)
→ ?, 39.8µM*
COc1ccccc1NC(=O)C1=C(C)NC(SCC(=O)c2ccc(C)cc2)=C(C#N)C1c1ccco1 (centres undefined)
→ ?, -23.1%
O=C(O)CN1CCOCCOCCN(CC(=O)O)CCOCCOCC1
→ 6.9%, 2.3%
COc1ccc2c(c1)c(=O)oc1cc3oc(C)c(C)c3cc12
→ ?, 56.2µM*
CSc1nnc2n(Cc3ccccc3)c(=O)c3c4c(sc3n12)COC(C(C)C)C4 (centres undefined)
→ ?, -23.8%
COc1ccc(OC)c(NC(=O)C2C3CCC(O3)C2C(=O)O)c1 (centres undefined)
→ ?, -27.5%
O=C(OCc1nc2ccccc2s1)[C@@H]1CCCN1S(=O)(=O)c1ccccc1F
→ 17.1%[59 µM], 11.9%
CCCn1nnnc1SCC(=O)NNC(=O)C1CCCCC1
→ ?, -23.8%
Cc1ccc2c(c1)c1ncnc(N3CCC4(CC3)OCCO4)c1n2C
→ -4.7%[59 µM], 6.8%
CC(C)(C)C#CC(CCc1ccccc1)OS(N)(=O)=O (centres undefined)
→ ?, -1.6%[57.1 µM]
CC(=O)Nc1ccc(S(=O)(=O)N2C(=O)c3cccc4cccc2c34)cc1
→ -7.1%[59 µM], -0.9%
C#CCOCCOCCOCCNc1nc(N2CCN(C(=O)[C@H]([C@@H](C)CC)n3cc([C@@H](N)Cc4ccc(O)cc4)nn3)CC2)nc(N2CCN(C(=O)[C@H](CCCCN)n3cc([C@@H](N)CC(C)C)nn3)CC2)n1
→ ?, 79.4µM*
CC(C)N1CC=C2C(C#N)=C(N)C(C#N)(C#N)[C@H](c3ccoc3)[C@H]2C1
→ -34.3%[59 µM], -2.7%
C1CCN(c2nc(N3CCCC3)nc(N3CCNCC3)n2)C1
→ 15.8%, 0.2%
COc1ccc(O[C@H]2C=C[C@@H](c3ccccc3)O[C@@H]2COC(=O)CC/C(C)=N/O[C@@H](C)CN2CCCCc3nc(C)c(C)cc32)cc1
→ 35.5µM*, -38.5%
Cc1ccc(C2=NN=C(NC(=O)CSc3nc(C)cc(C)n3)SC2)cc1
→ 28.2µM*, -36.0%
Cc1cc2cc(CCNC(=O)C3c4ccccc4Oc4ccccc43)c(=O)[nH]c2cc1C
→ 13.6%, -1.7%
CC1Cc2ccccc2N1C(=O)CSc1nnc(-c2ccc(S(=O)(=O)N3CCCCC3)cc2)o1 (centres undefined)
→ 7.2%, 4.3%
Cn1c(SCC(=O)NCc2ccccc2)nc2c([nH]c3ccccc32)c1=O
→ -2.2%, -12.1%
COc1ccccc1/C=N/NC(=O)c1ccc(NC(=O)c2cccc([N+](=O)[O-])c2)cc1
→ -37.2%, 7.7%
O=C(CCc1ccc(S(=O)(=O)NCCc2ccccc2)cc1)N1CCN(Cc2ccc3c(c2)OCO3)CC1
→ -5.5%, -6.5%
Cc1nn(-c2ccccc2)c2sc(C(=O)OCN3C(=O)c4ccccc4C3=O)cc12
→ 27.6%, 4.9%
Cc1cc(C)nc(N2CCN(c3nc(C)cc(C)n3)CC2)n1
→ -5.0%[59 µM], 9.2%
CC(C)[C@@H]1NC(=O)c2cc([N+](=O)[O-])cc(I)c2NCCCC[C@@H](C(=O)NC(CC(=O)O)C(N)=O)NC(=O)[C@H](CO)NC1=O (some centres undefined)
→ 44.7µM*, 50.1µM*
C/C(=C/CCC(C)C1CCC2(C)C3CCC4C(C)(C)C(=O)CCC4(C)C3=CCC12C)C(=O)O (centres undefined)
→ 4.8%[59 µM], 50.1µM*
O=C(O)c1cccnc1SC1CC(=O)N(c2cccc3ccccc23)C1=O (centres undefined)
→ ?, -18.3%
Cc1cccc(-n2c(SCc3cc(=O)n4c(C)cccc4n3)nc3[nH]ncc3c2=O)c1
→ ?, -36.2%
COc1ccccc1C(=O)NNC(=S)NC(=O)c1cccs1
→ 43.2%, -10.1%
CCc1nnc(NS(=O)(=O)c2ccc(NS(=O)(=O)c3ccc(NC(C)=O)cc3)cc2)s1
→ -4.3%, -2.0%
Cc1ccccc1Nc1nnc(SCC(=O)NC(=O)Nc2ccc3c(c2)OCCO3)s1
→ ?, -25.2%
COc1ccc2c(c1)c1ncnc(N3CCN(Cc4ccc5c(c4)OCO5)CC3)c1n2C
→ -43.0%[59 µM], 0.3%
CC(=O)OC[C@H]1O[C@@H](O/N=C(\C)CCN2CCCCc3nc(C)c(C)cc32)[C@H](OC(C)=O)[C@@H](OC(C)=O)[C@@H]1OC(C)=O
→ ?, -21.2%
CCN(CC)CCN(C(=O)c1ccc(N2C(=O)CCC2=O)cc1)c1nc2cc3c(cc2s1)OCO3
→ 35.5µM*, ?
O=c1c2ccccc2cnn1Cc1n[nH]c(=S)n1-c1ccc(Cl)cc1Cl
→ ?, 3.3%
O=C1NC(=S)N/C1=C/c1ccc(-c2c(Br)cc([N+](=O)[O-])cc2Br)o1
→ 11.2µM*, ?
Cn1c(=O)c2c(ncn2CCCNC2=CC(C)(C)CC(=O)C2)n(C)c1=O
→ -10.6%[12.7 µM], 10.3%
COc1cccc([C@@H]2Oc3ccc(OC)cc3C(=O)[C@H]2OC(=O)NCc2ccc3c(c2)OCO3)c1
→ 44.7µM*, -19.5%
Cc1ccc(C)c(OCCCC(=O)Nc2ccc(N3CCOCC3)cc2)c1
→ 39.8µM*, ?
O=c1oc2cc(OCc3ccc(F)cc3F)ccc2cc1-c1ccc2ccccc2n1
→ 15.1%, -24.6%
O=C(CSc1nnc(NC(=O)c2ccccc2Cl)s1)Nc1ccc2c(c1)oc1ccccc12
→ ?, ?
CCOc1ccccc1-c1nc2c(C(C)(C)C)nn(C)c2c(=O)[nH]1
→ 5.4%, -15.9%
COc1cccc(C2=CC(c3ccc(N(C)C)cc3)n3ncnc3N2)c1 (centres undefined)
→ 39.8µM*, 4.2%
Cc1ccc(OCc2ccc(Br)cc2)c([N+](=O)[O-])n1
→ -12.6%, -28.9%
Cc1ccc2nc3nc(NCC4CCCO4)c(C(=O)NC4CCCCC4)cc3c(=O)n2c1 (centres undefined)
→ 32.2%, -16.2%
COC(=O)[C@@]1(Cc2ccc(OC)cc2)[C@H]2c3cc(C(=O)N4CCCC4)n(Cc4ccc(OC)c(OC)c4)c3C[C@H]2CN1C(=O)c1ccccc1
→ 44.7µM*, ?
Nc1nc2n(n1)C1(CCCCC1)C1=C(CCCC1)N2
→ ?, 13.1%
Nc1c(C(=O)NCCc2ccc(Cl)cc2)sc2ccc(S(=O)(=O)N3CCCCC3)cc12
→ -24.2%[59 µM], 10.1%
CCc1ccc(C(C(=O)NC2CCCCC2)N(C(=O)c2ccccn2)c2cccnc2)cc1 (centres undefined)
→ 19.9%, -15.5%
CCn1c(=N)c(S(=O)(=O)c2ccc(C)cc2)cc2c(=O)n3ccccc3nc21
→ 20.6%[12.7 µM], -7.3%

# The closing 4 compounds of the part above are carried over, then new ones follow:
# Values run as follows: G9a inh, BAZ2B inh
Nc1nc2n(n1)C1(CCCCC1)C1=C(CCCC1)N2
→ ?, 13.1%
Nc1c(C(=O)NCCc2ccc(Cl)cc2)sc2ccc(S(=O)(=O)N3CCCCC3)cc12
→ -24.2%[59 µM], 10.1%
CCc1ccc(C(C(=O)NC2CCCCC2)N(C(=O)c2ccccn2)c2cccnc2)cc1 (centres undefined)
→ 19.9%, -15.5%
CCn1c(=N)c(S(=O)(=O)c2ccc(C)cc2)cc2c(=O)n3ccccc3nc21
→ 20.6%[12.7 µM], -7.3%
COC(=O)/C=C1/S/C(=N/N=C/c2ccc(N(C)C)cc2)NC1=O
→ -3.5%, -3.8%
CN(C)c1ccc(/C=C2\C(=N)N3C(=NC2=O)Sc2cc(S(C)(=O)=O)ccc23)cc1
→ ?, -5.8%
CCCCOc1ccc(C(=O)NCCc2cccs2)cc1
→ 11.9%, 33.3%[activator]
COCCN1CN=C(Nc2nc(C)c3ccc(C)cc3n2)NC1
→ 12.3%, 10.6%
Fc1ccccc1/C=C1\CCCC2=C1Nc1ncnn1C2c1ccccc1F (centres undefined)
→ 35.5µM*, ?
COc1cccc(CC(NC(C)=O)C(=O)NC2CCN(c3c4c(nc5ncnn35)CCC4)CC2)c1OC (centres undefined)
→ 35.6%, -6.2%
Cc1cc2nc(NC3=NCN(CCN4CCOCC4)CN3)nc(C)c2cc1C
→ 18.3%, -1.9%
O=C(Nc1ccc(Cl)c(Cl)c1)Nc1cc(C(=O)NC2CC2)ccc1Cl
→ 12.6%[59 µM], -3.1%
CO[C@H]1C[C@@H]2CC[C@@H](C)[C@@](O)(O2)C(=O)C(=O)N2CCCC[C@H]2C(=O)O[C@H]([C@H](C)C[C@@H]2CC[C@@H](O)[C@H](OC)C2)CC(=O)[C@H](C)C=C(C)[C@@H](O)[C@@H](OC)C(=O)[C@H](C)C[C@H](C)C=CC=CC=C1C
→ ?, -38.3%
CC(C)[C@@H]1NC(=O)c2cc([N+](=O)[O-])cc(I)c2NCC[C@@H](C(N)=O)NC(=O)[C@H](CO)NC1=O
→ 12.6µM*, ?
O=C1Nc2ccccc2S/C1=C\C(=O)N1CCCC1
→ -20.7%, -1.3%
CC(=O)[C@H]1[C@H](c2cccc(Cl)c2)C(C#N)(C#N)[C@@H]2c3ccccc3C=CN21
→ -20.5%[59 µM], ?
COc1ccccc1-c1csc(-n2ncc(C#N)c2N)n1
→ -17.4%, -4.7%
COc1ccc(OC)c(N=C2SCCCN2C(=O)c2ccc(N3C(=O)CCC3=O)cc2)c1
→ 3.3%[0.501 µM], 8.7%
Cn1c(=O)[nH]c(=O)c2c1nc(N1CCCC1)n2CCSc1nc2ccccc2[nH]1
→ 25.7%[59 µM], -3.3%
CN(C)CCNC(=O)C(=O)C1C(=O)Nc2ccccc21 (centres undefined)
→ 31.6µM*, -10.0%
CCn1c(SCC(=O)Nc2cc(NC(C)=O)ccc2OC)nnc1-c1ccncc1
→ 4.5%[59 µM], 11.0%
O=C(Cc1ccccc1)N/N=C/c1ccccc1F
→ 39.9%[59 µM], -2.9%
COc1ccc(C2C=C(c3ccc(Br)s3)Nc3ncnn32)cc1OC (centres undefined)
→ 11.2µM*, ?
Cc1cccn2c(=O)c(C=Nc3c(C)n(C)n(-c4ccccc4)c3=O)c(N3CCCC3)nc12
→ 10.2%[59 µM], -4.4%
CC(C)(C)c1ccccc1NC(=O)c1c(O)c2cccc3c2n(c1=O)CC3
→ 5.6%, 2.8%
Cc1cccc(-c2ccc3ncnc(N(C)Cc4ccco4)c3c2)c1
→ -22.9%[12.7 µM], -26.6%
O=C(COC(=O)c1cc(-c2ccncc2)nc2ccccc12)Nc1ccc2c(c1)OCO2
→ -4.8%[59 µM], 0.3%
CC(=O)Nc1cccc(Cn2cccn2)c1
→ -4.7%[12.7 µM], 0.5%
Cn1c2ccccc2n2c(=O)c(=O)n(CC(=O)N3CCCc4ccccc43)nc12
→ -20.6%, -14.7%
CNC(=O)c1c(NC(=O)c2ccc(S(=O)(=O)N3CCCC3)cc2)sc2c1CCN(C(C)C)C2
→ ?, -0.8%
O=c1c(-c2nc3ccccc3o2)c2oc3ccccc3n2c2ccccc12
→ ?, 5.9%
O=c1c2cc(Br)cc(Br)c2oc2nc3n(c(=O)c12)CCCS3
→ 21.3%[59 µM], 3.0%
Cc1cc(C2=CC(C)(c3cc(C)oc3C)Nc3nc(C(F)(F)F)nn32)c(C)o1 (centres undefined)
→ ?, 56.2µM*
CN(Cc1ccccc1NC(=O)c1ccc(S(=O)(=O)N(C)C)cc1)C1CCCCC1
→ -22.2%, -2.5%
O=C(c1cccnc1)N1CCN(c2ccccc2Cl)CC1
→ 8.9%, -3.1%
Cc1ccc(C2=NN(CC(=O)NCc3cccnc3)C(=O)CC2)cc1
→ -4.9%[59 µM], -7.4%
Cc1ccc(C(=O)c2ccc(C(F)(F)F)cc2)cc1
→ -0.3%[59 µM], 10.4%
CC1(C)SC2[C@H](NC(=O)C(NC(=O)N3CCNC3=O)c3ccccc3)C(=O)N2C1C(=O)O (some centres undefined)
→ 6.3%, 0.9%
Cc1cc(C)n(C(=O)C23CC4CC(CC(C4)C2)C3)n1
→ 20.1%[12.7 µM], 9.0%
Cc1ccc(NC(=O)c2snc3c(=O)[nH]cnc23)cc1C
→ 16.9%, 8.7%
Cc1cccc2cc(/C=N/NC(=O)CN3CCCCC3)c(Cl)nc12
→ 2.4%[59 µM], -16.5%
COc1cccc(-c2ccc(=O)n(CC(=O)Nc3ccc(S(=O)(=O)NCC(C)C)cc3)n2)c1
→ -20.7%, -20.1%
COc1ccccc1/C=N/NC(=Nc1ccc(C)cc1)c1nc2ccccc2s1
→ -9.6%[0.0925 µM], -6.5%
O=C(Cc1ccc(Cl)cc1)NNC(=O)C1CC=CCC1C(=O)O (centres undefined)
→ 15.6%, -19.7%
COCCN1C(=O)N[C@@H](c2ccc(Br)cc2)C(C(=O)OC)=C1C
→ 2.0%, -0.5%
Cc1cccc(N(CC(=O)NC2CCCCC2)C(=O)CCC(=O)Nc2ccccn2)c1
→ 2.3%, 4.0%

# A portion of the library; rates above refer to the full screens.
